High-throughput results (PubChem BioAssay)
NCI-60 one-dose screen, 48 h, at 10 µM unless noted. Numbers give growth in % (100 = growth as untreated, 0 = no growth, -100 = all killed).
SNB-19: SNB-19 CNS cancer cells | 81,000 tested, 2.5% active
SF-539: SF-539 CNS cancer | 81,000 tested, 6.8% active | AID 1794752
PC-3: PC-3 prostate cancer cells. AID 1794754. 80,000 tested, 3.9% active
OVCAR-3: OVCAR-3 ovarian cancer. 79,000 tested, 7% active
U251: U251 CNS tumor cells. AID 1794753. 80,000 tested, 5.4% active
OVCAR-8: OVCAR-8 ovarian cancer; 81,000 tested, 4.4% active; AID 1794782
SF-295: SF-295 CNS cancer cells; 79,000 tested, 5.6% active; AID 1794758
SF-268: SF-268 CNS cancer cells; 82,000 tested, 3.1% active; AID 1794759
DU-145: DU-145 prostate cancer. 81,000 tested, 4.2% active
The depositor's hits bear a star; . = not tested or not shown; & = joins results of further samples; [ ] = dose if it differs, or a comment. How the source made its calls: active means growth percent below 10; inactive means the rest. Rows are unselected. Share with any hit: about 10%.

canonical_smiles	SNB-19	SF-539	PC-3	OVCAR-3	U251	OVCAR-8	SF-295	SF-268	DU-145
CC1C(=O)NN=C(c2ccc(N)cc2)c2cc3c(cc21)OCO3 (configuration not stated)	99	98	105	121	99	102	105	117	112
COC1=CC(c2ccc[nH]2)=N/C1=C\c1[nH]c(C)c(C(=O)OCc2ccccc2)c1C	18	-63*	10	-66*	-47*	-27*	-79*	0.9*	12
COc1cc(-c2nnc(SC/C(=N\O)c3ccccc3)o2)cc(OC)c1OC	93	101	96	100	94	102	100	88	98
O=C1C=CC(=O)N1c1ccc(Cc2ccc(N3C(=O)C=CC3=O)cc2)cc1	.	93	91	125	97	103	121	118	111
O=C(O)CCSC(c1ccccc1)(c1ccccc1)c1ccccc1	112	100	78	111	94	103	111	98	107
Cn1c(NCc2ccccc2)nc(N)c(N=O)c1=O	93	88	81	102	100	95	95	103	113
CC(C)(C)OC(=O)CN1CCc2c(sc3ncnc(N/N=C/c4cccc(Br)c4)c23)C1	66	67	37	27	50	52	86	55	63
CCOC(=O)c1c(C)nc2c(c1N)/C(=C/c1ccco1)C(=O)N2Cc1ccccc1	104	97	87	105	97	100	95	97	109
O=C1C(Cl)=C(Nc2cccc3cc4ccccc4nc23)C(=O)c2ccccc21	45	41	42	64	42	33	54	45	44
Cc1ccc(-c2csc(NC(=O)c3cc(-c4ccc(Cl)cc4)nc4ccc(Cl)cc34)n2)cc1	88	109	75	83	82	90	92	88	100
CCOC(=O)c1sc(N)c(C(=O)OCC)c1C	72	38	54	70	44	65	82	43	66
COc1ccc2c(Cn3cc(CSc4nc5cc(Cl)ccc5o4)nn3)cc(=O)oc2c1	104	99	102	102	104	98	106	97	107
NC(=Nc1ccccc1)SCCCSC(N)=Nc1ccccc1	96	94	75	.	96	86	.	96	96
CC(=O)c1ccc(NC(=O)Cn2nc(C(F)(F)F)nc2N)cc1	96	103	89	111	100	85	106	102	111
C=CCN1C(=O)C2C3C=CC(C3)C2C1=O (configuration not stated)	115	105	88	118	118	114	107	111	.
C/C(=N\Nc1ncnc2c1c(C)nn2C)c1ccc(Br)cc1	98	98	98	105	97	97	90	98	92
CCN(CC)C(=O)O/N=C(/C)c1ccccc1	100	88	99	109	90	93	105	104	100
COc1ccc(-c2nc3sc4cc(OC)ccc4n3c2-c2nc3ncccc3[nH]2)cc1	103	103	103	104	102	103	98	105	105
COc1c2c(c(OC)c3c1OCO3)C(c1ccccc1)=NC(C)C2 (configuration not stated)	96	111	83	92	99	94	100	96	105
CCOC(=O)C1(C)CCCC(C)C1=O (configuration not stated)	105	92	.	110	103	111	112	106	105
Cn1cccc1-c1cc(-c2ccccc2F)c(C#N)c(=O)[nH]1	98	101	94	116	105	105	98	101	111
COc1ccc(CSc2nc3ccc(Cl)cc3c(=O)n2-c2ccc(OC)cc2)cc1	104	97	90	108	98	103	92	106	105
Nc1ccc(/C=C2\NC(=O)NC2=O)c(Cl)c1	101	83	91	119	102	99	106	101	107
CCNC(=S)NNC(=O)c1ccc2nc(-c3ccc(Cl)cc3)[nH]c2c1	98	88	92	108	98	93	96	90	104
CCC(c1ccc(OS(=O)(=O)c2ccc(F)cc2)cc1)C(CC)c1ccc(OS(=O)(=O)c2ccc(F)cc2)cc1 (configuration not stated)	104	105	73	99	94	94	102	85	103
CC#CCOCC1CNC(=O)O1 (configuration not stated)	.	95	105	102	96	106	104	100	104
c1ccc(-c2n(Cc3ccc4ccccc4c3)cc[n+]2Cc2ccc3ccccc3c2)cc1	-32*	-35*	-59*	-90*	-94*	-72*	-51*	-58*	4.6*
COc1cc(-c2nc(-c3nnc(-c4cc(C(F)(F)F)cc(C(F)(F)F)c4)o3)c3ccccn23)cc(OC)c1OC	110	99	90	108	103	98	97	.	107
C#Cc1nc(C(C)=O)cs1	102	99	98	112	102	105	106	105	109
Cc1n[nH]c(=O)[nH]c1=O	97	98	94	130	97	89	106	123	109
CCc1cccc(C)c1NC(=O)c1sc2nc3c(cc2c1N)CCCC3	75	63	85	102	68	66	94	85	87
O=C1CSCCN1	89	94	93	110	93	99	95	100	112
C[C@H]1COc2c(N3CCN(C)CC3)c(F)cc3c(=O)c(C(=O)NO)cn1c23	105	108	93	105	99	100	99	95	103
COCOc1ccc(/C=C2\Oc3cc(O)ccc3C2=O)cc1	81	101	98	108	86	100	92	98	109
O=C(N/N=C/c1ccccc1O)C(O)(c1ccccc1)c1ccccc1	66	61	55	8.5*	46	60	-13*	47	60
CSc1nc2c(c(=O)[nH]1)C(c1ccc(F)cc1)C=C(C(=O)O)N2 (configuration not stated)	111	89	116	107	99	117	.	97	97
CC(C)C[C@H](C(=O)N[C@H](C(N)=O)C(C)C)N1CC=CCN(OCc2ccccc2)S1(=O)=O	95[2.5 µM]	100[2.5 µM]	98[2.5 µM]	112[2.5 µM]	97[2.5 µM]	95[2.5 µM]	114[2.5 µM]	108[2.5 µM]	131[2.5 µM]
C1=Cc2ccccc2N(c2nnc(-c3ccc4ccccc4c3)o2)c2ccccc21	90	97	59	98	68	91	80	78	106
NS(=O)(=O)c1ccc(C(=O)N2N=C(c3ccc(F)cc3)CC2c2ccc(F)cc2)cc1 (configuration not stated)	102	95	90	.	96	98	44	95	107
COC(=O)Nc1nc2ccc(Sc3ccccc3)cc2[nH]1	31	0.8*	27	-78*	17	9.0*	-16*	38	18

Complete entries, looked up by structure.
O=C(N/N=C/c1ccccc1O)C(O)(c1ccccc1)c1ccccc1 is listed as SNB-19 = 66; SF-539 = 61; PC-3 = 55; OVCAR-3 = 8.5*; U251 = 46; OVCAR-8 = 60; SF-295 = -13*; SF-268 = 47; DU-145 = 60
COCOc1ccc(/C=C2\Oc3cc(O)ccc3C2=O)cc1 is listed as SNB-19 = 81; SF-539 = 101; PC-3 = 98; OVCAR-3 = 108; U251 = 86; OVCAR-8 = 100; SF-295 = 92; SF-268 = 98; DU-145 = 109

Following part.
canonical_smiles	SNB-19	SF-539	PC-3	OVCAR-3	U251	OVCAR-8	SF-295	SF-268	DU-145
CCCCN1C(=O)C(CC(=O)Nc2ccc(F)c(F)c2)n2c1nc1ccccc12 (configuration not stated)	99	104	97	104	107	104	96	102	111
Cc1ccc(NC(=O)c2cccc(C(=O)Nc3ccc(C)cc3C)c2)c(C)c1	106	97	87	96	94	97	91	91	100
O=C(NCc1ccccc1)c1cccc(N=Cc2ccccc2O)c1	96	106	92	86	98	98	101	87	89
O=C(CNC(=O)c1ccc(Cl)cc1)NO	105&111	107&96	90&96	116&109	98&109	95&110	96&116	120&107	120&116
CCOP(=O)(OCC)c1nc(-c2ccccc2)oc1NCc1ccc(F)cc1	96	95	96	109	102	110	102	100	112
CC(=O)NNC(=O)c1ccncc1	90	94	98	111	107	107	128	109	118
CC(=O)O[C@H]1CC[C@@]2(C)C(=CC[C@@H]3[C@@H]2CC[C@]2(C)C(c4cccnc4)=CC[C@@H]32)C1	72	29	.	70	53	.	43	76	95
Cc1[nH]c(=O)[nH]c(=O)c1Br	98	114	98	124	98	95	98	95	125
O=[N+]([O-])c1cccc(-c2cc(CCCCO)on2)c1	97	95	95	98	103	106	107	102	113
COc1cccc(-c2nc3sccn3c2-c2ccccc2)c1	95	101	93	107	103	104	93	98	101
COc1ccc(-c2cn3ccnc3c(-c3ccc4c(c3)ncn4C3CCCCC3)n2)cc1	96	90	77	102	97	92	88	96	107
O=C1N=C(Oc2ccccc2)SC1=O	93	90	104	108	109	84	83	101	115
CCOC(=O)/C=C1\S/C(=N\Nc2cc(=O)[nH]c3ccc(C)cc23)N(c2ccccc2)C1=O	99	99	101	107	95	99	103	100	108
O=C(N1CCNCC1)N(c1ccccc1)c1ccccc1	97	95	97	106	100	102	95	95	109
CCOC(=O)c1c(C)nc2c(c1N)/C(=C/c1ccccc1[N+](=O)[O-])C(=O)N2Cc1ccc(OC)cc1	79	89	50	73	62	70	84	68	87
CC(=O)c1c2c(c3ccc4c5ccccc5ccc4n13)C(=O)c1ccccc1C2=O	65	78	77	108	83	89	92	98	102
O=C(/C(Br)=C/c1ccncc1)c1ccc([N+](=O)[O-])cc1	100	99	79	93	98	87	97	95	100
O=[N+]([O-])c1cc[n+]([O-])cc1/C=C/c1ccccc1	103	94	.	113	103	107	107	119	109
CC1(C)OC2OC(COC(=O)c3ccccc3)C(OS(C)(=O)=O)C2O1 (configuration not stated)	97	100	96	107	97	107	93	106	107
Fc1ccc(-c2nnc(-c3c(-c4ccc(F)cc4)nc4ncccn34)o2)cc1	107	94	104	110	107	96	93	.	103
CC(C)c1nn(-c2ccccc2)c(-n2ccnc2)c1/C=N/NC(N)=S	101	94	91	.	102	105	96	95	106
C(=Nc1ccc2c(c1)Cc1ccccc1-2)c1ccc2ccccc2n1	92	127	91	120	108	96	105	93	116
N#Cc1ncn(C2OC(CO)C(O)C2O)c1N (configuration not stated)	104	105	99	102	102	99	102	100	105
C/C(=N\NC(=O)CSc1nc2ccccc2c(=O)n1CCc1ccc(S(N)(=O)=O)cc1)c1ccc(N)cc1	101	99	93	91	105	72	87	93	103
C=CCNc1nc2c(cc1C#N)c(C)nn2-c1ccccc1	105	100	74	95	101	103	.	99	102
COC(=O)CCC(=O)Nc1cc(Cl)ccc1Cl	107	104	91	104	91	97	108	101	107
N#Cc1nc(-c2ccccc2)oc1N1CCN(S(=O)(=O)c2ccc(Cl)cc2)CC1	84	97	78	.	90	92	100	88	88
Cn1cc(-c2csc(-c3c[nH]c4ccc(Br)cc34)n2)c2cccnc21	105	89	84	112	106	105	95	110	94
NC12CC3CC(CC(C3)C1)C2	108&105&111	102&100&105	100&115&82	88&106	102&102&95	106&103&98	112&184&96	116&81&106	122&150&108
c1coc(CNc2cc(Nc3ccc(OCCN4CCCC4)cc3)ncn2)c1	99	94	90	103	98	98	108	89	108

Quoted at random: 2 compounds from above, in no set order.
canonical_smiles	SNB-19	SF-539	PC-3	OVCAR-3	U251	OVCAR-8	SF-295	SF-268	DU-145
C=CCNc1nc2c(cc1C#N)c(C)nn2-c1ccccc1	105	100	74	95	101	103	.	99	102
c1coc(CNc2cc(Nc3ccc(OCCN4CCCC4)cc3)ncn2)c1	99	94	90	103	98	98	108	89	108

Next section:
canonical_smiles	SNB-19	SF-539	PC-3	OVCAR-3	U251	OVCAR-8	SF-295	SF-268	DU-145
C[C@H](O)C(=O)Nc1c(I)c(C(=O)NC(CO)CO)c(I)c(C(=O)NC(CO)CO)c1I	106	110	94	99	98	99	110	105	126
CC1=C(NCCN2CCCC2)C(=O)c2c(OCc3ccccc3)cccc2C1=O	99	.	84	100	81	81	91	92	105
Cc1[nH]c(=O)[nH]c(=O)c1C	98	110	99	105	94	111	105	105	111
COc1cc(C(NS(=O)(=O)c2ccc(Cl)cc2)c2nnc(-c3ccccc3)o2)cc(OC)c1OC (configuration not stated)	90	99	94	105	90	93	101	97	106
